High-throughput results: PubChem, several laboratories
bCat KO growth: primary screen for growth suppressors in beta-catenin knockout HCT116 cells (colon tumor, human); 140,000 compounds, 1.5% hits; HCT116 beta-catenin knockout viability, CellTiter-Glo, 60 h; active compounds read low; viability, % at 10 µM;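 active = viability at or under a set limit, the compound median less 4 SD, cut at about 6% in these data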;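 note: 0% = Hyamine 1622 control at 20 µM and 100% = untreated cell control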
GALR2 blocker: GALR2 antagonists in receptor-expressing cells, primary screen; inhibition, % at 4 µM; antagonist mode; Galanin receptor type 2 (Homo sapiens), O43603; 140,000 compounds, 0.39% hits; in the data active = inhibition above about 27%;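 note: cells stimulated with galanin 1-16 at roughly its EC80; 0% = agonist challenge control and 100% = basal control without agonist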
Target sequence (O43603 whole entry, looked up): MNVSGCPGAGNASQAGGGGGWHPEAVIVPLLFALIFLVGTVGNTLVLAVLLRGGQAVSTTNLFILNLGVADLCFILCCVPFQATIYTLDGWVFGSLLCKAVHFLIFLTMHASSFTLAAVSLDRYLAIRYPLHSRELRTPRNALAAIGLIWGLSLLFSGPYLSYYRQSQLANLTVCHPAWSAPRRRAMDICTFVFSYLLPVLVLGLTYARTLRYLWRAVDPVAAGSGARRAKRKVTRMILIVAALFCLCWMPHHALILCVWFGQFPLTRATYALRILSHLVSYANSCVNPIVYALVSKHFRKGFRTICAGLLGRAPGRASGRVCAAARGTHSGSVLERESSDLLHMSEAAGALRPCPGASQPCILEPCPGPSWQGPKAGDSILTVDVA
Measles CPE: compounds protecting cells from measles virus cytopathic effect, primary screen, measles RdRp inhibitor project, single point, MLSMR library, absorbance; Measles virus-infected cells, CPE protection; protection (pct of control), % at 4 µM; 140,000 compounds, 1.5% hits; AID 841, 2007; in the data active = protection mostly above about 24%, no sharp cut-off; inactive = mostly below about 26%; note: some compounds called inactive have numbers as strong as hits
Phagocyt inh: inhibitors of macrophage phagocytosis, primary screen, imaging, J774A.1 cells, IgG beads; J774A.1 macrophage IgG-bead phagocytosis; inhibition, % at 5 µM; 110,000 compounds, 0.07% hits;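 active = inhibition above the mean of the plate negative controls plus 5 SD, cut at about 13% in these data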;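 note: phagocytic index as fraction of beads internalized from green versus red external bead signal; plate controls were DMSO negative control for no effect and cytochalasin-D positive control for full effect; some results beyond the cut were filed as inactive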
E-sel TNF inh: E-selectin induction blockers in HUVEC – imaging, immunofluorescence, high content, primary screen; HUVEC TNFa-induced E-selectin immunofluorescence; inhibition, % at 2 µM; 120,000 compounds, 0.71% hits; AID 1246, 2008;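 active = inhibition above the batch mean plus 3 SD, and confirmed as a hit on visual image review, cut at about 43% in these data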;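 note: 0% = TNF-stimulated DMSO wells and 100% = unstimulated control wells; not every result past the cut was called active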
NPY-Y2 antag: NPY-Y2 receptor antagonists, primary screen, cell-based | Neuropeptide Y receptor type 2 (Homo sapiens), P49146 | NPY-Y2 expressing cells, antagonist mode | AID 793, 2007 | inhibition, % at 2.7 µM | 140,000 compounds, 0.99% hits; in the data active = inhibition above about 17%;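 note: 0% = vehicle with agonist challenge and 100% = reference antagonist with challenge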
Target sequence (P49146 whole entry, looked up): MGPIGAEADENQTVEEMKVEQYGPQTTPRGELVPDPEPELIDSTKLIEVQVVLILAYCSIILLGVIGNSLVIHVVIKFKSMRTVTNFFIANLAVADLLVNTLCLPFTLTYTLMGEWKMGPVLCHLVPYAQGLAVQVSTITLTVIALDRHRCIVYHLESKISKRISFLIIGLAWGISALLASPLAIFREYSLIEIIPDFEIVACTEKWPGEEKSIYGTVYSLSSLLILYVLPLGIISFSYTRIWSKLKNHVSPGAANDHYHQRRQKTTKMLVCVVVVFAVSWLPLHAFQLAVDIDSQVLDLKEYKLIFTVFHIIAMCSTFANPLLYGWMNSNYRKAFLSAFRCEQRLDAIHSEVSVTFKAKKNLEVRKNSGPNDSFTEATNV
Yeast growth inh: growth inhibitors of yeast BB579 in restrictive medium, primary screen, yeast lifespan-shortening project, S. cerevisiae | 140,000 compounds, 0.51% hits | AID 804, 2007 | OD615, 48 h | inhibition, % at 10 µM;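 active = inhibition above a set limit, 3 SD over the mean compound inhibition, cut at about 44% in these data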; note: inactives centre near -24
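test system = yeast BB579 (DeaD) | buffer or medium = restrictive CSMM-D medium | doses = single compound dose of 10 µM, 0.25% DMSO final | times = 4 h preincubation and 48 h exposure at 30 °C | technique = culture absorbance at 615 nm | benchmarks = amphotericin B 10 µg/mL, positive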
Yeast life ext: compounds extending yeast replicative lifespan, primary screen, S. cerevisiae, OD615; 130,000 compounds, 0.68% hits; S. cerevisiae growth with nicotinamide; deaD strain in restrictive glucose medium; inhibition of the nicotinamide effect, % at 10 µM;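 active = inhibition above a set limit, placed 3 SD over the median of all compounds, cut at about 26% in these data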;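 note: 0% = nicotinamide-treated wells and 100% = cells grown without nicotinamide; some compounds called inactive have numbers as strong as hits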
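Buffer or medium: CSMM-D glucose medium, restrictive; test system: modified budding yeast, DeaD strain; compound: single dose 10 µM compound, 0.25% DMSO; schedule: culture preincubation 4 h, compound exposure 48 h, both 30 °C; detection: optical density (absorbance) at 615 nm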
PTEN del growth: growth suppression of PTEN-null HCT116, primary screen, cell-based, CellTiter-Glo | 140,000 compounds, 1.2% hits | HCT116 PTEN-null viability, 60 h; active compounds read low | viability, % at 10 µM;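 active = viability at or below a set limit, 4 SD under the median of all tested compounds, cut at about 3.7% in these data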;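 note: PTEN knockout HCT116 line with beta catenin targeted HCT116 as companion control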
MRP1 act: H69AR viability gain despite doxorubicin, primary screen, MRP-1 activator project, H69AR cells, CellTiter-Glo; viability rescue; viability increase, % at 10 µM; AID 799, 2007; 140,000 compounds, 0.61% hits;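 active = viability gain under doxorubicin at or above a set limit, the compound median plus 3 SD, cut at about 4.7% in these data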;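 note: MRP-1 overexpressing cells given doxorubicin 25 µM after compound pretreatment; 18-22 h compound pretreatment then 72 h with doxorubicin before readout; 0% = doxorubicin-only wells and 100% = vehicle-treated cells without doxorubicin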
Numbers without * were called inactive; / = not tested or not shown; & = joins results of further samples. Outcome played no part in choosing rows (roughly 6.1% active in at least one column).

SMILES	bCat KO growth	GALR2 blocker	Measles CPE	Phagocyt inh	E-sel TNF inh	NPY-Y2 antag	Yeast growth inh	Yeast life ext	PTEN del growth	MRP1 act
N#C/C(=N\O)c1nc2ccccc2[nH]1	97.9	1.9	11.2	-2.3	-10.7	1.1	-6.5	2.0	102.7	-1.8
COc1ccc(NC(=O)c2ccc(CN(c3cc(Cl)ccc3C)S(=O)(=O)c3ccccc3)cc2)cc1OC	84.2	9.5	17.6	-0.7	-13.2	0.7	-36.2	-1.6	84.9	-0.5
O=C(NC(=S)Nc1ccc(S(=O)(=O)NC2CCCCC2)cc1)c1cccs1	86.9	3.2	45.6	9.3	-7.3	2.1	-18.3	-0.3	78.6	-1.4
C/C(Cn1nnc2ccccc21)=N\OC(=O)c1ccccc1C	83.0	5.3	5.9	-4.4	/	0.4	8.5	-6.7	90.8	1.3
COc1ccc(-n2cc(-c3ccccc3)nc2SC)cc1	91.4	20.0	7.5	-0.9	0.3	3.4	-38.6	-5.2	84.9	-0.5
CS(=O)(=O)N(CC(=O)N1CCN(c2ccccc2F)CC1)c1cc(C(F)(F)F)ccc1Cl	85.9	-6.9	5.5	0.2	12.4	9.2	1.8	-11.5	86.2	0.0
Cc1cc(C)cc(Oc2coc3cc(OC(=O)c4cccnc4)ccc3c2=O)c1	97.2	-14.1	17.3	-6.0	6.2	0.8	-15.9	-3.3	97.9	-1.6
CC1(CC(=O)O)SC(=O)NC1=O (configuration not stated)	117.8	-1.0	16.2	/	6.7	0.6	-4.6	-23.2	99.1	-0.8
COCCNC(=S)N/N=C(\C)c1ccc(C)c([N+](=O)[O-])c1	102.1	-6.9	2.8	-8.2	/	1.1	-25.4	-3.4	85.3	-1.6
COc1ccc(NS(=O)(=O)c2cccc(N/C(=N\S(=O)(=O)c3ccccc3)c3ccc(F)cc3)c2)cc1	49.6	0.6	5.5	-7.2	6.4	-0.3	-25.5	1.4	50.7	-4.2
Cc1ccc2c(c1)-c1cc(C)nn1C(c1sccc1C)N2 (configuration not stated)	86.1	0.5	8.2	-0.9	/	12.4	-37.5	-26.1	84.0	-0.1
CCCC(=O)N1CCN(C2=NS(=O)(=O)c3ccccc32)CC1	85.0	4.9	1.7	0.2	-15.7	1.7	-19.4	/	105.2	-0.9
Cn1cccc1Cc1nnc(SCC(=O)N2CCCCCC2)n1CCc1ccccc1	68.4	-10.4	20.4	-0.2	25.8	2.7	-11.2	-2.8	70.5	-2.4
CC12CCC(C(=O)N3CCN(Cc4ccccc4)CC3)(OC1=O)C2(C)C (configuration not stated)	85.7	-3.9	4.6	-0.8	8.8	1.3	-17.6	-11.3	83.7	-0.6
CN1CCN(C2=Cc3ccc(Cl)cc3Sc3ccc(F)cc32)CC1	10.1	10.9	14.2	/	8.5	6.7	85.9*	/	6.5	-7.9
Cc1ccc(Oc2ccc(NC(=O)CSc3n[nH]c(N)n3)cc2)cc1	83.0	2.6	11.1	-5.5	1.9	-1.3	-7.1	-2.1	81.9	-2.4
Cc1ccc2c(c1)sc1nc(=O)n(-c3ccc(Cl)c(Cl)c3)c(=O)n12	90.4	-8.3	2.4	0.6	-32.7	0.8	-29.9	-18.5	77.7	-1.7
O=C1CCCc2c1sc1nc3n(c(=O)c21)CCCCC3	106.8	10.9	5.8	0.5	15.4	0.8	-3.7	-15.0	97.8&94.8	0.6
Cc1ccc(-c2n[nH]c(=S)n2/N=C/c2ccc(C)s2)cc1	91.8	3.5	13.8	/	24.4	1.4	-16.0	-7.3	97.8	0.6
O=C(NCc1ccco1)c1cnccn1	101.4	2.7	13.2	1.0	-2.6	6.1	-52.6	7.9	100.3	-2.3
COc1ccc(/C=C(/C(=O)Nc2ccccc2C(=O)NC(C)C)c2ccccc2)cc1	82.8	-2.0	4.0	/	-18.4	4.9	-61.0	-13.7	75.0	0.5
Fc1ccccc1/C=C1\CCCC2=C1Nc1ncnn1C2c1ccccc1F (configuration not stated)	4.9*	1.7	10.4	0.6	26.8	3.5	-37.3	-3.5	2.5*	-5.1
O=C(c1ccc(F)cc1)c1c[nH]c(C(=O)NCc2cccnc2)c1	89.9	6.7	10.4	-0.9	/	-0.3	-26.8	8.7	91.7	-4.2
CCCCCSc1nnc2c(n1)OC(c1cccn1C)N(C(C)=O)c1ccccc1-2 (configuration not stated)	98.5	0.3	10.4	/	-3.6	2.7	-57.4	-12.0	103.2	-1.6
CCN(Cc1ccccc1)C(=O)CCCOc1ccccc1	82.9	6.4	3.9	1.2	/	5.6	10.6	-9.1	90.0	0.5
CCOC(=O)c1sc2nc(SC)nc(-c3ccccc3)c2c1N	98.7	9.6	6.0	3.3	-9.8	2.7	-46.3	-12.8	91.6	0.5
CCSc1nnc(NC(=O)[C@@H](NC(=O)c2cccc(C)c2)C(C)C)s1	91.4	-4.4	7.7	-6.0	-1.1	4.0	-1.8	-6.1	95.5	-1.1
COc1ccc2nc(CC(C)(C)CC(=O)O)c[n+]([O-])c2c1	89.4	4.0	8.1	-0.9	-10.4	1.4	-14.6	-18.3	85.3	-3.4
CN(Cc1cccs1)C(=O)CCc1ccc(S(=O)(=O)N2CCOCC2)cc1	99.9	-0.5	6.9	-2.7	-17.9	-0.5	-31.8	1.0	102.9	-4.4
CCN(CC)C(=O)CSc1nc2ccccc2c(=O)[nH]1	99.1	1.1	13.1	2.6	10.4	2.1	-12.0	-4.9	98.9	0.6
Clc1ccc(-c2csc(N/N=C\c3cccnc3)n2)cc1	92.9	-6.8	2.6	-10.3	/	-0.1	-36.9	-6.0	82.3	-0.4
CCCCCn1c(NCc2ccco2)nc2ccccc21	75.9	-24.9	7.4	1.2	13.8	8.0	-6.8	3.1	80.5	-4.0
COc1ccc(Cl)cc1NC(=O)CSc1nc(N2CCCCC2)nc(N2CCCCC2)n1	61.5	-7.0	2.8	-0.6	4.4	1.3	-39.7	-7.3	68.9	-1.2
Cc1c(C(=O)Nc2ccc3oc(-c4cccnc4)nc3c2)oc2ccccc12	79.5	-2.2	1.6	/	3.8	1.6	-38.4	-16.9	74.8	-1.2
N#Cc1ccccc1OCC(=O)NC(N)=O	87.1	13.6	21.3	-1.3	16.8	-2.0	11.0	-9.8	94.0	-1.3
Cc1cccc(-c2nnc(SCc3ccc(C#N)cc3)n2Cc2ccco2)c1	77.6	0.6	2.5	-1.2	5.7	20.2*	-39.9	-12.4	80.1	-2.8
COC(=O)C1=C(C)NC(=O)CC1c1cccc(Cl)c1Cl (configuration not stated)	89.9	5.9	4.1	-0.3	-6.6	4.0	-12.9	-6.5	86.3	-2.0
Cc1cc(S(=O)(=O)NC2CCCCC2)ccc1OCC(=O)N1CCOCC1	83.5	-6.3	7.8	-0.4	18.8	-2.0	-33.3	-19.9	84.8	-1.6
CN(Cc1ccccc1)S(=O)(=O)c1ccc(OCC(=O)N2CCOCC2)cc1	101.4	2.7	20.6	/	-6.6	1.8	-28.8	-12.0	85.6	-3.0
N#Cc1cc2c(nc1Cl)CCCC2	99.4	19.2	13.6	-2.9	3.5	1.7	1.5	-0.8	110.0	-0.2
CN1CCN(C(=O)c2c(NC(=O)c3ccco3)sc3c2CCC(C(C)(C)C)C3)CC1 (configuration not stated)	82.2	-6.0	25.2	-0.4	26.2	0.7	18.2	-3.3	78.7	-1.3
COc1ccc(S(=O)(=O)NC2CCCC2)c(Cl)c1Cl	101.5	4.6	1.7	-0.2	-5.0	0.2	5.3	-9.1	95.7&93.2	-0.6
O=C(Nc1cccc([N+](=O)[O-])c1)c1ccc2c(c1)OCO2	89.2	10.1	24.7	-3.2	/	4.2	-10.3	-0.9	89.1	0.7
S=C1N(c2ccccc2)C(c2ccc(Cl)cc2)N2CCCN12 (configuration not stated)	80.1	-4.6	4.0	/	12.7	0.2	-29.8	-11.8	80.8	-0.6
CC12CN3CC(=O)N4CC5(C)CN(CC(C)(C4)C5=O)C(=O)CN(C1)CC(C)(C3)C2=O	99.4	8.0	7.0	-0.7	-14.8	2.9	-13.9	-5.9	108.5	1.4
CCC(C)NC(=O)c1cn(CC)c2ccc(S(=O)(=O)N(C)C)cc2c1=O (configuration not stated)	93.0	3.3	24.5	/	/	4.2	-15.6	-3.7	92.1	-3.2
Cc1cc(=O)[nH]c(SCC2(O)C3CC4CC(C3)CC2C4)n1 (configuration not stated)	82.9	-9.3	23.1	-0.6	/	1.4	-11.3	-14.4	78.2	-1.0
CC(Oc1ccccc1F)C(=O)Nc1ccc2ccccc2c1 (configuration not stated)	70.9	3.8	3.6	/	9.7	14.0	-13.2	/	77.1	-1.2
CCOC(=O)c1c(C)oc2c1c(C=NCC1CCCO1)c(O)c1ccccc12 (configuration not stated)	69.6	-2.1	9.8	/	/	1.9	-61.6	29.1*	70.4	-5.7
CCCCOC(=O)C(C)Oc1ccc(=O)n(-c2ccccc2)n1 (configuration not stated)	94.0	0.9	19.2	-0.7	-6.7	-1.7	-13.1	-7.0	82.6	-2.6

Remaining list, next part
SMILES	bCat KO growth	GALR2 blocker	Measles CPE	Phagocyt inh	E-sel TNF inh	NPY-Y2 antag	Yeast growth inh	Yeast life ext	PTEN del growth	MRP1 act
COc1cccc(OC)c1OCCN1CCN(C(=O)c2ccco2)CC1	104.6	-4.3	7.2	-0.5	9.6	2.6	-72.3	1.7	99.8	-1.1
CCOc1ccc(N=C(/C(C(=O)C(=O)N2CCOCC2)=C(\O)c2ccccc2)c2ccccc2)cc1	91.1	5.1	2.8	-2.4	11.3	5.0	-9.1	-5.6	103.7	-0.4
OCCCc1nc2n(n1)C(c1cccs1)C=C(c1ccccc1)N2 (configuration not stated)	78.6	10.4	63.8*	-0.1	/	2.5	-19.6	-9.8	83.9	-2.5
OCCCc1nc2ccccc2n1CCc1ccccc1	86.5	-5.4	16.7	/	-5.5	0.8	-11.6	2.2	88.8	-4.2
Cc1ccc(-n2c(=O)cc(NCc3cccnc3)[nH]c2=O)cc1	100.7	-2.4	5.8	-2.4	/	3.1	-22.4	-9.9	87.4	-2.1
O=C(OCC(=O)c1ccc(S(=O)(=O)N2CCCC2)cc1)C1=COCCO1	80.7	3.5	3.1	-0.9	/	5.7	-14.8	-8.4	91.3	-3.4
COc1cc(C)nc(Oc2ccc(=O)[nH]n2)n1	89.4	21.0	8.5	-0.2	-3.8	2.2	-17.6	-1.0	104.8	-1.1
